HP1b chromo inh: inhibitors of HP1-beta chromodomain binding to methylated histone tails; P83916; AlphaScreen HP1-beta / biotin-H3K9me3 peptide binding; Potency, µM (titrated, usually from 114 µM), for inactives: at the top dose activity change, negative = inhibition, hits mostly inhibitors; 390,000 compounds, 0.56% hits; also: nearly all actives have a fitted effect of over 70% in size; inactives centre near 23
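HP1-beta protein (50 nM final) preincubated 30 min at room temperature with biotinylated H3(1-18)K9me3 peptide (50 nM) in PBS pH 7.4, 0.01% Tween-20, then compound added for 30 min. AlphaScreen streptavidin donor/nickel chelate acceptor beads (10 ug/mL final), 30 min dark, luminescence read.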
12-LOX inh: blocks human arachidonate 12S-lipoxygenase. Potency, µM (series often up to 108 µM), inactives show top-dose activity change, negative = inhibition, usual class: inhibitors. AID 1671190. 580,000 compounds, 1.1% hits. P18054. purified 12hLO, xylenol orange hydroperoxide absorbance; also: % is scaled to controls: 0 for no effect and ±100 for the full control effect
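Purified human 12hLO (150 nM final) in 25 mM Hepes, 0.01% Triton X-100, pH 7.0 was preincubated 15 min at room temperature with compound. Then 40 uM arachidonic acid was added, 30 min. Hydroperoxide was read by Fe-XO absorbance ratio 573/405 nm.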
GLS inh: glutaminase GLS (human) inhibition. O94925. GLS enzymatic activity, qHTS titration. Potency, µM (doses to about 45.5 µM), for the others: at the top dose activity change, negative = inhibition, most hits filed as inhibitors. 410,000 compounds, 0.21% hits. AID 624170; also: % is scaled to controls: 0 for no effect and ±100 for the full control effect
Target sequence (O94925 whole entry, looked up): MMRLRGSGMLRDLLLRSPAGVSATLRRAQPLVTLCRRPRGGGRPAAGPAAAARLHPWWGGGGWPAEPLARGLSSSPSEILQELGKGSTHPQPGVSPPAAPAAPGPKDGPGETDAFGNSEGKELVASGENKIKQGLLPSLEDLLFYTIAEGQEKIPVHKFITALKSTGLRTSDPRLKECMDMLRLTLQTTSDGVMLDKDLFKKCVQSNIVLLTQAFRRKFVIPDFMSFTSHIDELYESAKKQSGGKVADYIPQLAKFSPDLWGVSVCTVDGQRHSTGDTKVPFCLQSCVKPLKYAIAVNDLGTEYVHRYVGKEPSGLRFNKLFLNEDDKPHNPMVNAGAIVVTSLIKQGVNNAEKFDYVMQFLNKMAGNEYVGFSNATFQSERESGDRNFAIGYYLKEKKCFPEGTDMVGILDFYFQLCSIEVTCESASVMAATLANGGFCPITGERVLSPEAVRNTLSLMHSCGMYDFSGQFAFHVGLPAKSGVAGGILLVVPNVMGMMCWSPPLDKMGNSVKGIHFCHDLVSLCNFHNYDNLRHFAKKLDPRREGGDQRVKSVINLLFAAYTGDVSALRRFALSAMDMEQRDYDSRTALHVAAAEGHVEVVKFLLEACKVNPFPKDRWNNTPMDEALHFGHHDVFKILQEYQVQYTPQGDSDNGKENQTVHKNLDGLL
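Human kidney-isoform GLS in 45 mM KH2PO4 pH 8.2, 0.02% Tween-20, with compound, started with 1mM L-Glutamine (added stock). Glutamate oxidase/HRP/Amplex red coupled fluorescence read at start and after 30 min at RT.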
rTrxR1 inhibitor: blocks rat thioredoxin reductase 1; O89049; recombinant rTrxR1, NADPH fluorescence consumption, selenite substrate; Potency, µM (series often up to 114 µM), for inactives: at the top dose activity change, negative = inhibition, actives largely listed as inhibitors; 390,000 compounds, 1% hits; also: % is scaled to controls: 0 for no effect and ±100 for the full control effect; nearly all actives have a fitted effect of over 65% in size
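Rat TrxR1 (90 nM in the dispensed reagent) was pre-reduced with 400 uM NADPH for 5 min at room temperature, then incubated with compound for 15 min. After 400 uM selenite was added, NADPH fluorescence (Ex 340/Em 450 nm) was followed for 8 min.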
JMJD2A Tudor: blocks the human JMJD2A Tudor domain. O75164. AlphaScreen JMJD2A-Tudor / H3K4me3 peptide binding. Potency, µM (highest dose often 114 µM), inactives show at the highest dose activity change, negative = inhibition, actives largely listed as inhibitors. 390,000 compounds, 4.4% hits. AID 504339; also: % is scaled to controls: 0 for no effect and ±100 for the full control effect; nearly all actives have a fitted effect of over 50% in size
RGS4 inhibitor: human RGS4 inhibition; 390,000 compounds, 0.039% hits; P49798; Potency, µM (titrated, usually from 114 µM), for inactives: at the top dose activity change, negative = inhibition, actives largely listed as inhibitors; Transcreener GDP fluorescence polarization, RGS4-accelerated GTP hydrolysis; also: % is scaled to controls: 0 for no effect and ±100 for the full control effect; nearly all actives have a fitted effect of over 75% in size; some results filed as inactive show a strong effect at the top dose
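MLSMR compounds (23 nl, pin-transferred) preincubated 10 min at room temperature with a 500nM (2x) first reagent, then RGS4 at 900nM (2x) plus Transcreener GDP mix added; fluorescence polarization (620/688 nm) read before and after 90 min at 30 °C.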
Pin1 inhibitor: inhibitors of human Pin1; Q13526; Pin1 FP peptide displacement, HiFluor488, 10 min; Potency, µM (series often up to 115 µM), for inactives: at the top dose activity, negative = inhibition, most hits filed as inhibitors; 390,000 compounds, 0.009% hits; AID 504891; active = well fitted inhibition curve with a large enough effect in the polarisation, with a control signal flat, not every such curve was filed as active; inconclusive = small, poorly fitted or top-dose-only effect, or effect the other way, or a change in a side signal; inactive = no such curve, though single readings can be large or run the other way; the % refers to the polarisation; also: % is scaled to controls: 0 for no effect and ±100 for the full control effect
Tb PGK inh: T. brucei PGK inhibition | P07378 | PGK/GAPDH coupled, Kinase-Glo luminescence, 60 min | Potency, µM (highest dose often 57.5 µM), inactives show at the top dose activity change, negative = inhibition, actives largely listed as inhibitors | 380,000 compounds, 0.043% hits | AID 602233; also: % is scaled to controls: 0 for no effect and ±100 for the full control effect; nearly all actives have a fitted effect of over 60% in size
Target sequence (P07378 whole entry, looked up): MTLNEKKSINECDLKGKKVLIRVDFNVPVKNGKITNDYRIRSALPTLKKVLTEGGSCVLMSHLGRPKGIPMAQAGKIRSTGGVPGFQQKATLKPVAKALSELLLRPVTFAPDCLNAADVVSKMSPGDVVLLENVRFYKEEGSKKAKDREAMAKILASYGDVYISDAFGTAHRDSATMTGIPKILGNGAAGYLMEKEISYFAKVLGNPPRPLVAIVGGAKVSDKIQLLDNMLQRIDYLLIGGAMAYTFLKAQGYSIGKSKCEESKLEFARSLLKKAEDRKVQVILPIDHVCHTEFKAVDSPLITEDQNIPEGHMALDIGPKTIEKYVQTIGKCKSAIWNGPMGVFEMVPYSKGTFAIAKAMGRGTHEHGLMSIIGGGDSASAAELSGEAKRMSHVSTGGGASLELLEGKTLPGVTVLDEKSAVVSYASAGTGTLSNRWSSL
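Luminescent ATP detection (Kinase-Glo Plus) follows a 60-minute room-temperature incubation, with wells lacking PGK as controls. Buffer: 100 mM TEA (pH 7.6), 5 mM MgCl2, 0.01% Tween-20. Coupling enzyme GAPDH (100 nM final) supplies unstable 1,3-BPG in-well.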
ERG Ets-DNA blk: blocks human ERG Ets domain binding to DNA | P11308 | fluorescence polarization, His-ERG Ets domain / labelled DNA | Potency, µM (highest dose often 76.9 µM), for the others: at the top dose FP activity, negative = inhibition, most hits filed as inhibitors | 370,000 compounds, 0.028% hits | AID 624246; active = well fitted inhibition curve with a large enough effect in the polarisation, with a control signal flat; inconclusive = small, poorly fitted or top-dose-only effect, or effect the other way, or a change in a side signal; inactive = no such curve, though single readings can be large or run the other way; the % refers to the polarisation;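 also: polarization taken with two DNA probes labelled with fluorescein and Texas red; % of control where 0% means no effect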
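His-tagged ERG Ets domain (1 uM in the protein solution; 300mM KCl, 50mM Tris-HCl, 1mM EDTA, 1mM DTT, pH 7.5) received compound, then a probe mix of 5 nM fluorescein-DNA and 100nM Texas-615-DNA. Fluorescence polarization was read for both dyes.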
Active calls of the source: *; i = inactive; ? = inconclusive; . = no result given; & = joins results of further samples; [ ] = dose if it differs, or a comment. Unless noted, calls follow the shape of the dose curve; as a rule, active = well fitted curve in the direction sought with a large enough effect; inconclusive = small, poorly fitted or top-dose-only effect, or another doubt; inactive = no such curve, though single readings can be large; an effect the other way counts as inactive or inconclusive. Potency is read from the fitted curve at half-maximal effect. A portion of the library; the hit share may differ from the screen's.

No.	Compound	HP1b chromo inh	12-LOX inh	GLS inh	rTrxR1 inhibitor	JMJD2A Tudor	RGS4 inhibitor	Pin1 inhibitor	Tb PGK inh	ERG Ets-DNA blk
1	Cc1ccnc(NS(=O)(=O)c2ccc(NC(=O)Cc3ccc(Cl)cc3)cc2)n1	20.6%	7.3%	0.7%	4.8%	-7.5%	-6.2%	-6.6%	-6.1%	1.3%
2	Cc1cc(C)n2ncc(C(=O)Nc3ccc4c(c3)OCO4)c2n1	36.4%	7.8%	-12.3%	5.1%[57.1 µM]	3.7%	11.4%	2.4%	-8.6%	-23.8%
3	COC(=O)c1cc(S(=O)(=O)N2CCN(C(=O)c3ccco3)CC2)cn1C	12.7%[57 µM]	2.2%	1.6%	23.7%	-11.2%	-17.0%	-0.6%	-9.4%	15.0%
4	COc1cc(C(=O)N(C)CCOc2ccccc2)ccc1OCC(=O)Nc1cccc(C(F)(F)F)c1	26.0%	10.8%	-9.1%	10.9%	-9.7%	-19.9%	5.9%	-3.7%	-12.4%
5	CC(C)CC1Nc2ncnc(N3CCN(c4ccccn4)CC3)c2N(Cc2ccc(Cl)cc2)C1=O (stereo unspecified)	26.1%	-14.6%&-24.0%	4.3%&12.8%	1.3%[57.1 µM]	?	10.1%	1.6%	3.6%	-3.6%
6	Cc1ccc(C)c(N(C(=O)c2csnn2)C(C(=O)NC2CCCC2)c2cccnc2)c1 (stereo unspecified)	2.7%	4.2%	7.8%	8.9%[57.1 µM]	-1.4%	-3.3%	0.8%	i	3.9%
7	CCN(CC)C(=O)c1ccc(COc2ccccc2Cl)o1	9.0%	48.6%[activator]	-1.0%	11.8%	0.7%	16.7%	-1.9%	-4.4%	-0.8%
8	Cc1c(CN2CCC(n3nccc3NC(=O)CCc3ccccc3)CC2)cnn1C	28.5%	27.7%	1.1%	11.9%	-6.5%	27.7%	2.0%	6.9%	7.5%
9	CC(=O)Nc1ccc2c(c1)N(C(C)=O)c1ccccc1CC2	44.2%[activator]	?	0.8%	-0.8%[57.1 µM]	-8.2%	19.1%	-1.2%	25.2%	-2.1%
10	CCc1ccc2occ(CC(=O)Nc3c(C(=O)c4ccc(C)cc4)oc4ccccc34)c2c1	52.1%[activator]	-0.4%	-2.5%	29.4%	10.8%	-18.0%	27.4%	-1.9%	1.1%
11	CCc1cccc(NC(=O)Nc2csc3c2CCCC3)c1	70.7%[activator]	-17.8%	-5.6%	4.4%	-18.9%	-2.6%	4.0%	-1.3%	-7.0%
12	N#CCSc1nccc(/C=C/c2ccccc2)n1	-9.2%	?	0.8%	16.7%[57.1 µM]	-5.3%[57.1 µM]	-37.3%	4.9%	i	11.4%
13	COc1ccc(NC(=O)C2CCCN2S(=O)(=O)c2ccc3nc(-c4ccccc4)[nH]c3c2)cc1 (stereo unspecified)	24.4%	-18.4%	-7.7%	17.2%	-11.8%	3.4%	-5.2%	-11.5%	3.0%
14	CCOc1ccc(OCC)c(S(=O)(=O)NCc2ccc3c(c2)OCO3)c1	45.0%[activator]	-2.6%[57.4 µM]	0.0%	24.1%	-4.1%	-2.7%	-7.1%	-2.9%	3.5%
15	O=C(NCCCN1CCOCC1)c1cccc(S(=O)(=O)Nc2cc(Cl)ccc2Cl)c1	25.4%	5.5%	-6.7%	15.7%[57.1 µM]	-9.1%	-21.4%	-1.0%	-12.0%	13.9%
16	CN1N=C(C(=O)Nc2ccc3c(c2)CCC3)CCC1=O	41.8%[activator]	-11.5%	-5.0%	-2.1%	-6.4%	15.6%	-3.1%	-8.8%	-4.1%
17	CC(C)n1nnnc1SCC(=O)Nc1ccccc1F	5.7%	6.8%	-0.2%	18.7%	-5.8%	0.1%	-9.1%	-4.5%	-27.3%
18	Cc1ccsc1C(=O)N/N=C/C=C/c1ccccc1[N+](=O)[O-]	35.4%	-14.4%	1.4%	-3.1%	-18.9%	-30.9%	1.4%	-0.4%	5.6%
19	COc1ccc(C(C#N)CCC2OCCO2)cc1OC (stereo unspecified)	27.5%	-5.1%	-2.0%	-9.1%	-9.9%	-1.0%	-5.6%	i	8.8%
20	CCCCn1c(SCC(=O)NCc2ccco2)nc2cc(S(N)(=O)=O)ccc21	28.4%	-12.6%	-0.4%	-1.4%[57.1 µM]	?	-25.4%	1.8%	i	-0.9%
21	Cc1cccc(OCC(=O)Nc2nnc(S(=O)(=O)N3CCC(C)CC3)s2)c1	23.5%	-10.7%	1.0%	3.6%[57.1 µM]	-15.5%	-5.6%	0.7%	-6.4%	-2.6%
22	CCC(=O)N1CCN(c2ccccc2NC(=O)COc2cc(C)ccc2C(C)C)CC1	20.7%	16.8%	2.1%	21.6%	-18.5%	-11.9%	5.0%	-7.0%[11.5 µM]	.
23	CCOC(=O)C1=C(C)NC(=O)C1CC(=O)O (stereo unspecified)	12.7%	-21.6%	10.9%	8.0%[57.1 µM]	-7.1%	14.6%	-6.4%	-6.6%	4.0%
24	COc1ccccc1CNC(=O)COC(=O)c1cc2ccccc2o1	20.9%	-12.9%	-17.1%	13.5%	30.6%	-10.2%	-1.0%	-2.1%	5.7%
25	CS(=O)(=O)c1cccc(C(=O)NCc2ccc(F)cc2)c1	26.4%	-3.3%	13.9%	11.6%	-4.9%	-6.0%	-4.0%	-3.3%	-7.3%
26	CN(C(=O)CSc1n[nH]c(N)n1)C1CCCCC1	8.0%	148.3%[activator]	24.7%	0.4%	-17.8%	3.0%	7.5%	-2.5%	7.7%
27	CC(C)(C)c1ccc(-c2noc(CNC(=O)c3ccco3)n2)cc1	43.2%[activator]	-5.7%	-2.3%	9.0%	-16.6%	8.9%	?	3.0%	4.0%
28	Cc1cccc(CSc2nc(N)c(C#N)c(-c3cccs3)c2C#N)c1	92.7%[activator]	-1.5%	.	22.7%	13.7%	-15.1%	16.4%	-2.7%	14.1%
29	COc1ccc(-c2ccc3oc(-c4ccc(OC)cc4)c(-c4ccc(OC)cc4)c3c2)cc1	16.0%	0.9%	-2.9%	31.8%[57.1 µM]	-6.2%	-13.8%	-5.3%	-2.2%	0.7%
30	Cc1cc(C)c(S(=O)(=O)NCc2cccs2)cc1C	44.6%[activator]	?	-6.6%	3.0%	6.1%	-21.7%	-0.6%	-5.4%	8.0%
31	COc1ccc2c(c1)cc1c(=O)n(CC(=O)NCCCOC(C)C)nc(C)n12	30.4%&25.6%	213.0%&-7.3%[activator]	-7.9%&5.2%	7.9%&-3.2%	7.1%&-9.8%	-7.9%&11.4%	1.6%&-1.3%	-9.1%	6.2%&2.1%
32	Cc1ccc2c(c1)NC(=O)C(N1CCOCC1)(C(F)(F)F)O2 (stereo unspecified)	23.7%	5.0%	-13.6%	-8.4%	-5.3%	-34.3%	3.3%	-6.2%	-2.3%
33	O=S(=O)(Cc1nnnn1-c1ccccc1)c1ccc(F)cc1	38.2%[activator]	i	-2.6%	24.4%	5.0%	16.6%	-3.3%	6.5%	5.5%
34	CNC(=S)N/N=C/c1ccc(N(C)C)cc1	-8.4%	?	?	-13.5%[57.1 µM]	-28.4%	-11.5%	-3.7%	-7.0%	-0.5%
35	COc1ccccc1N1CCN(C(=O)c2c3c(nc4ccccc24)C(=O)N(C2CCCCC2)C3)CC1	56.0%[activator]	?	6.5%	-0.1%[57.1 µM]	-1.7%	-11.9%	-0.8%	-3.6%	1.3%
36	CCOCCCN(C(=O)CNC(=O)c1ccco1)C(C(=O)NC1CCCC1)c1cccc(OC)c1 (stereo unspecified)	8.7%	-0.4%	-8.2%	6.2%[57.1 µM]	-6.3%	9.7%	-0.6%	13.2%	-3.4%
37	Cc1cc(-c2c(C)[nH]n(-c3ccccc3)c2=O)n(-c2ccccc2)n1	14.7%	-20.7%	-0.4%	8.1%	-16.7%	15.4%	-5.5%	13.5%	3.4%
38	Cc1ccc(Cl)cc1Nc1nn2c(=O)c3ccc(C(=O)NC4CCC(C)CC4)cc3nc2s1 (stereo unspecified)	15.4%	-2.3%	-0.3%	13.6%	7.9%	0.7%	-2.6%	4.0%	2.4%
39	COc1ccc(-c2c3c(=O)n(C)c(=O)n(C)c3cn2-c2cc(OC)ccc2OC)cc1	-23.8%	1.7%	6.7%	19.2%[57.1 µM]	?	1.5%	2.4%	i	6.5%
40	CCc1cc(=O)oc2cc(C)cc(OC(C)C(=O)NCCN3CCOCC3)c12 (stereo unspecified)	45.1%[activator]	-0.2%&0.7%	-4.5%	-3.1%	-9.0%	21.2%	0.0%	i	-15.6%
41	CC(CC(=O)N1CCN(S(=O)(=O)c2ccc(Cl)cc2)CC1)n1cncn1 (stereo unspecified)	15.2%	-13.8%	-7.1%	38.3%[57.1 µM]	9.5%	-10.4%	-1.2%	2.4%	-5.7%
42	COc1ccc(N(CC(=O)NC(C)(C)C)C(=O)CCC(=O)Nc2nccs2)c(OC)c1	23.7%	-1.3%	-1.0%	38.7%	-8.5%	0.6%	-0.4%	-4.3%	9.2%
43	O=C(CSCc1ccc(F)cc1)N1CCN(c2ccc(Cl)cc2)CC1	31.8%	?	-6.4%	27.2%[57.1 µM]	-3.4%	2.3%	-8.8%	2.2%	-6.2%
